TMEM16A act = activates or potentiates the mouse TMEM16A chloride channel | HEK293 TMEM16A/YFP-H148Q/I152L, iodide quench fluorescence; active compounds read low | B-score at 10 µM | 0.3% of 340,000 active | AID 623877;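 active = fluorescence-ratio B-score plate-corrected deviation score at least 3 library SD below zero, with starting fluorescence score within 5 deviations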;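 also: channel opened by trigger with iodide after compound preincubation; score built on the fluorescence ratio of max minus min over baseline; more negative score means more quench and so TMEM16A activation or potentiation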
Target sequence (Q8BHY3 whole entry, looked up): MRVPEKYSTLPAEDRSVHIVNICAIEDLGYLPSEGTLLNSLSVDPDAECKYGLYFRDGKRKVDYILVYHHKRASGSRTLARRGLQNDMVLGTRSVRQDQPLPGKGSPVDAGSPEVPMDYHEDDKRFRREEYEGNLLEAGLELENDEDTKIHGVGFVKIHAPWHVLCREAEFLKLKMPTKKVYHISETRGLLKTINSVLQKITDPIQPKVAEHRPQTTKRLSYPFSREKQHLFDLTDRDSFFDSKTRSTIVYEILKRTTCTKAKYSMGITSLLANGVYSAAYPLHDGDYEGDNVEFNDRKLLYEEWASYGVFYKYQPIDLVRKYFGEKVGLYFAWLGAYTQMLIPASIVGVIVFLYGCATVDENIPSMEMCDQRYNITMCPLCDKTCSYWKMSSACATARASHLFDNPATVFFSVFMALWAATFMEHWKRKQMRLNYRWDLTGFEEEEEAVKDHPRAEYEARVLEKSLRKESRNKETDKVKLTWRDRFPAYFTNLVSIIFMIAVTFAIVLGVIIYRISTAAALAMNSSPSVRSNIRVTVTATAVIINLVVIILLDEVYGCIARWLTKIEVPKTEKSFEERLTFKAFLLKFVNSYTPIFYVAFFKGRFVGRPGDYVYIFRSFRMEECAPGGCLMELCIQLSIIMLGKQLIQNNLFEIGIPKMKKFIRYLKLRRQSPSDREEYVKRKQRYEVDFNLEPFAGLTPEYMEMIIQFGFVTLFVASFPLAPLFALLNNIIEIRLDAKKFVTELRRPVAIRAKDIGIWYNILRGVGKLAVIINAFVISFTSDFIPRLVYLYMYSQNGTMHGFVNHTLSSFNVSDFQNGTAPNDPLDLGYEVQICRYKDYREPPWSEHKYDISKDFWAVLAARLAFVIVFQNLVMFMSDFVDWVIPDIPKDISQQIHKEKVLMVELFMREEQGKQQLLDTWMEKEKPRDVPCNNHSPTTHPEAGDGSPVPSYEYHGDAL
Calls only; i = inactive.

nr | structure | TMEM16A act
1 | CCOc1ccc(NC(=S)N2CCC(C(=O)c3ccc(F)cc3)CC2)cc1 | i
2 | O=C1C(O)CCN1Cc1ccccc1 (stereo unspecified) | i
3 | CCOc1ccc(CN(C)Cc2cc(=O)oc3c(C)c(C)ccc23)cc1OC | i
4 | O=C1CSC(=S)N1N=Cc1ccccc1O | i
5 | COc1ccc(Nc2c[nH]c(=O)[nH]c2=O)cc1 | i
6 | COc1ccc(OCC(=O)Nc2cc(S(=O)(=O)N3CCCC3)ccc2OCC(F)(F)F)cc1 | i
7 | COc1ccc(C(=O)Nc2cccc(C(=O)Nc3cc(C)ccn3)c2)cc1 | i
8 | Cc1ccc(S(=O)(=O)Nc2c(C)n(C)n(-c3ccccc3)c2=O)cc1C(=O)OC(C)C(=O)c1ccccc1 (stereo unspecified) | i
9 | CC1CC(C)CN(C(=O)c2cccc(S(=O)(=O)N3c4ccccc4CC3C)c2)C1 (stereo unspecified) | i
10 | Cc1cccc(NC2CNC(=O)NC2=O)c1 (stereo unspecified) | i
11 | COCCN(C(=O)COC(=O)COc1ccc2ccccc2c1)c1c(N)n(Cc2ccccc2)c(=O)[nH]c1=O | i
12 | O=C(COC(=O)c1cccs1)Nc1cccc(Cl)c1 | i
13 | O=C(COC(=O)/C=C/c1ccccc1Cl)NC(=O)NC1CCCC1 | i
14 | Cc1ccc(S(=O)(=O)N2CCCN(C(=O)CNC(=O)c3ccccc3)CC2)cc1 | i
15 | O=C(Nc1cccc(S(=O)(=O)NC2=NCCC2)c1)c1ccc(OC(F)F)cc1 | i
16 | O=C(OCc1ccccc1)c1ccc(NCc2cc(O)ccc2O)cc1 | i
17 | O=C(C1CCCN(S(=O)(=O)c2ccc(F)cc2)C1)N1CCOCC1 (stereo unspecified) | i
18 | CC(C)CN1CC(C)C(=O)N(c2ccccc2)C1=O (stereo unspecified) | i
19 | CC(=O)Nc1cc2c(c(Cl)c1Cl)-c1ccccc1C2=O | i
20 | O=C(NCCCc1ccccc1)c1cccc(NC(=O)c2ccccc2)c1 | i

Given as labelled records: entries from further up.
10. Cc1cccc(NC2CNC(=O)NC2=O)c1 (stereo unspecified)
  TMEM16A act: i
11. COCCN(C(=O)COC(=O)COc1ccc2ccccc2c1)c1c(N)n(Cc2ccccc2)c(=O)[nH]c1=O
  TMEM16A act: i
12. O=C(COC(=O)c1cccs1)Nc1cccc(Cl)c1
  TMEM16A act: i

The results go on:
nr | structure | TMEM16A act
21 | O=C(NC1CCOC1=O)c1ccccc1 (stereo unspecified) | i
22 | O=[N+]([O-])c1ccccc1CCc1ccccc1[N+](=O)[O-] | i
23 | COC(=O)c1ccc2c(c1)C(NC(C)=O)CCc1cc(OC)c(OC)c(OC)c1-2 (stereo unspecified) | i
24 | Cn1cc(C2NC(=O)c3ccccc3N2)c2ccccc21 (stereo unspecified) | i
25 | CC(=O)c1ccc(S(=O)(=O)N2CCN(C(=O)CCC3CCCC3)CC2)cc1 | i
26 | Nc1ncnc2c1ncn2C1C=C(CO)C(O)C1O (stereo unspecified) | i
27 | O=C(COc1ccc(-n2cnnn2)cc1)Nc1cc(Cl)cc(Cl)c1 | i
28 | CC(=O)Nc1c(C(=O)O)ccc(C)c1OCc1ccccc1 | i
29 | Cc1nc2c3c4c(sc3n3c(SCC(=O)NCc5ccco5)nnc3n2n1)COC(C)(C)C4 | i
30 | CCN(CC)CCNC(=O)C1(c2ccccc2)CCCCC1 | i
31 | CN(C(=O)CSc1nc2ccccc2c(=O)n1-c1ccc(F)cc1)C1CCS(=O)(=O)C1 (stereo unspecified) | i
32 | CCN1C[C@@H]2[C@@H]3C(=O)N(C)C(=O)[C@@H]3[C@](Cc3ccccc3)(C1=O)N2C(=O)c1ccc(Cl)c(Cl)c1 | i
33 | O=C(OCC1CCNCC1)c1ccc(F)cc1 | i
34 | CC(=O)NC(Cc1ccccc1)C(=O)Oc1ccc2ccccc2c1 (stereo unspecified) | i
35 | CCc1c(Cl)nc(N)nc1Nc1ccccc1C | i
36 | Nc1ccc(S(=O)(=O)Nc2cc(Cl)c(N)c(Cl)c2)cc1 | i
37 | CCC(Cc1ccccc1)OC(=O)c1ccccc1C(=O)O (stereo unspecified) | i
38 | CN(C)C(CNC(=O)c1cccc(S(=O)(=O)NCc2ccccc2)c1)c1ccccc1 (stereo unspecified) | i
39 | O=S(Cc1ccccc1)c1ccccc1 (stereo unspecified) | i
40 | O=c1nc(NO)ccn1C1CCCO1 (stereo unspecified) | i

The list goes on; the last 2 above are carried over.
nr | structure | TMEM16A act
39 | O=S(Cc1ccccc1)c1ccccc1 (stereo unspecified) | i
40 | O=c1nc(NO)ccn1C1CCCO1 (stereo unspecified) | i
41 | O=C(COC(=O)c1cccc(S(=O)(=O)N2CCCCCC2)c1)Nc1ccccc1 | i
42 | O=C1c2nccnc2C(=O)N1Cc1ccccc1 | i
43 | CCOC(=O)C1CC(=O)c2ccccc2C1c1ccccc1 (stereo unspecified) | i
44 | NS(=O)(=O)c1ccc(Cl)c(S(N)(=O)=O)c1 | i
45 | CCC1(c2ccccc2)SC(N)=NC1=O (stereo unspecified) | i
46 | CCNC1(C#N)CCN(Cc2ccccc2)CC1 | i
47 | COc1ccc(S(=O)(=O)N2CCOCC2)cc1NC(=O)c1cc2ccccc2o1 | i
48 | CCOc1ccc(NC(=O)CSc2nnc(C)n2C2CC2)cc1S(=O)(=O)N1CCCC1 | i
49 | COc1ccc(-c2sc3cc4c(cc3c2-c2ccc(OCCN3CCCCC3)cc2)OCO4)cc1 | i
50 | Cc1ccc2nc(C(Cl)(Cl)Cl)nc(N/N=C/c3ccc([N+](=O)[O-])cc3)c2c1 | i
51 | Cc1cccc(NC(=O)CNC(=O)CSc2nc(N)cc(N)n2)c1C | i
52 | CN(C)S(=O)(=O)c1cc(C(=O)Nc2ccccc2C(=O)NC2CC2)ccc1Cl | i
53 | COc1ccc(CNC(=O)CN2CCN(S(=O)(=O)c3cc(Br)ccc3Br)CC2)cc1OC | i
54 | CCOc1ccc(S(=O)(=O)N2CCOCC2)cc1NC(=O)CSCC(=O)Nc1ccc(OC)cc1 | i
55 | Nc1ccc(Cn2ccc3c4c(N)nc(N)nc4ccc32)cc1 | i
56 | Cn1c(=O)c2[nH]c(NN=Cc3ccc(Br)cc3)nc2n(C)c1=O | i
57 | COc1cccc(N2CCN(C(=O)c3ccc4ccccc4c3)CC2)c1 | i
58 | C=C1CC(COc2ccc3c(C)c(Cl)c(=O)oc3c2)(c2ccccc2)OC1=O (stereo unspecified) | i
59 | Cc1ccc(S(=O)(=O)NC(=O)NCc2ccco2)cc1 | i
60 | COc1cccc(NC(=O)c2ccc(NS(=O)(=O)c3cccs3)cc2)c1 | i
61 | CCOc1ccccc1C=NNC(=O)CCCCC(=O)NN=Cc1ccccc1OCC | i
62 | Cc1noc(C)c1C(=O)OCC(=O)NC1CCCCC1C (stereo unspecified) | i
63 | Cc1c(NS(=O)(=O)c2cccc(C(=O)NC(C)c3ccccc3)c2)c(=O)n(-c2ccccc2)n1C (stereo unspecified) | i
64 | Cc1ccc(S(=O)(=O)N2CCOCC2)cc1NC(=O)CSc1nnc(COc2ccccc2F)n1N | i
65 | CC(=O)Nc1c(Cl)cc(Cl)c2c1Cc1cc(Cl)ccc1-2 | i
66 | O=[N+]([O-])c1ccc2c(c1)C(=NO)c1cc(Cl)c(Cl)cc1-2 | i
67 | Cc1ccc(NC2C(=O)NC(=O)NC2=O)cc1 | i
68 | N#Cc1c(NCCN)nc(NCc2ccccc2)c2c1CCN(Cc1ccccc1)C2 | i
69 | CC1(C)N=C(c2ccccc2)C(c2ccccc2)=N1 | i
70 | CC(=O)c1ccc(S(=O)(=O)N2CCN(C(=O)c3ccc(COc4ccccc4)o3)CC2)cc1 | i
71 | Cc1ccc(C)c(S(=O)(=O)N2CCN(C(=O)CNC(=O)c3sc4ccccc4c3Cl)CC2)c1 | i
72 | CSc1ccc(C2=C/C(=C3/SC(=S)NC3=O)c3ccccc3O2)cc1 | i
73 | CN(CC(=O)Nc1ccccc1Cl)C(=O)c1cccc(S(=O)(=O)N2CCN(c3ccccc3)CC2)c1 | i
74 | Cc1ccc(S(=O)(=O)N2CCN(C(=O)CCC(=O)Nc3ccc(Br)c(C)c3)CC2)cc1 | i
75 | COC1OC2COC(c3ccccc3)OC2C(OC(=O)c2ccccc2)C1OC(=O)c1ccccc1 (stereo unspecified) | i
76 | Cc1ccc(NC(=O)COC(=O)c2ccccc2F)cc1S(=O)(=O)N1CCCCC1 | i
77 | CC(=O)OC1C=CCC2C(=O)c3cccc(O)c3C(O)C12 (stereo unspecified) | i
78 | CN=c1scc(-c2c[nH]c3ccccc23)n1C | i
79 | CC1=CC2C(C3C=CC2(C)C(=O)C3(C)O)C(C)(O)C1=O (stereo unspecified) | i
80 | Cc1nc(N)[nH]c(=O)c1CCCNc1ccc(CCC2(CCl)OCCO2)cc1 | i
81 | Nc1cc(=O)n(Cc2ccccc2)c(=O)n1Cc1ccccc1 | i
82 | CCCC(C(=O)Nc1ccc(S(=O)(=O)Nc2nccs2)cc1)c1ccccc1 (stereo unspecified) | i
83 | Cc1cccc(-c2c3c(=O)n(C)c(=O)n(C)c3c3nnc4ccccc4n23)c1 | i
84 | CN(C)CC1CCC/C(=C/c2ccc(Cl)cc2)C1=O (stereo unspecified) | i
85 | Cc1cc(S(=O)(=O)Nc2nc(CN3CCOCC3)nc3sc4c(c23)CCC4)cc(C)c1C | i
86 | c1ccc(C(Nc2cccnc2)c2ccccc2)cc1 | i
87 | Cn1c(N=Cc2ccc([N+](=O)[O-])cc2)c(N)c(=O)n(C)c1=O | i
88 | COc1cc(CNC(=O)c2cc(C(=O)NCc3cc(OC)cc(OC)c3)n(C)n2)cc(OC)c1 | i
89 | O=C(O)C(CCc1ccccc1)N1C(=O)c2ccccc2C1=O (stereo unspecified) | i
90 | OCC1OC(n2cnc3c(NCc4ccccc4O)ncnc32)C(O)C1O (stereo unspecified) | i
91 | Clc1ccc2oc(-c3ccccc3)cc(=NCCCN3CCOCC3)c2c1 | i
92 | COc1ccccc1CNS(=O)(=O)c1cc(C(=O)N(C)Cc2cccnc2)c(Cl)cc1Cl | i
93 | CC(OC(=O)c1ccc(-n2cnnn2)cc1)C(=O)N(C)c1ccccc1 (stereo unspecified) | i
94 | OC(Cc1ccncc1)c1ccccc1Cl (stereo unspecified) | i
95 | COc1ccc(C2=CC(c3ccco3)n3ncnc3N2)cc1 (stereo unspecified) | i
96 | Cc1ccc(S(=O)(=O)N2CC(O)C[C@H]2C(=O)OCC(=O)Nc2ccc(N3CCOCC3)cc2)cc1C (stereo partly specified) | i
97 | Cc1cccc(-n2ccnc2SCC(=O)Nc2cccc(S(=O)(=O)NC3=NCCC3)c2)c1C | i
98 | CN(C)c1ccc(C=Cc2cnccn2)cc1 | i
99 | Cc1ccc(NC(=O)NC2OC(=O)c3ccccc32)cc1 (stereo unspecified) | i
100 | O=C(CCCCl)N1CCc2[nH]c3ccccc3c2C1 | i

Additional entries.
nr | structure | TMEM16A act
101 | CC1CN(Cc2cnc(Cl)s2)CC(C)O1 (stereo unspecified) | i
102 | N#CCc1c[nH]c2ccc([N+](=O)[O-])cc12 | i
103 | COc1ccc(C(CC(=O)O)c2cc(OC)c(OC)c(OC)c2)cc1OC (stereo unspecified) | i
104 | CCC(CC)NC(=O)CN1CCN(S(=O)(=O)c2cccs2)CC1 | i
105 | O=C(O)c1cccc(Oc2ccc(C(=O)O)c([N+](=O)[O-])c2)c1 | i
106 | O=C(Nc1ccccc1)c1cc(S(=O)(=O)N2CCCCC2)ccc1N1CCOCC1 | i
107 | COc1cc(OC)c(C=CC(=O)c2ccccc2O)c(OC)c1 | i
108 | CN(C)C(=O)c1ccc(NC(=O)c2cccc(S(=O)(=O)N3CCN(Cc4ccccc4)CC3)c2)cc1 | i
109 | Cn1c(=S)sc2ccc3ccccc3c21 | i
110 | CS(=O)(=O)Cc1nc2ccccc2n1CC(=O)Nc1cccc(S(=O)(=O)N2CCCC2)c1 | i
111 | CCN(CC)CC(O)c1ccc2ccc3ccc(O)cc3c2c1 (stereo unspecified) | i
112 | CC(=O)c1ccc(S(=O)(=O)N2CCN(c3nn(C)c(=O)n(C)c3=O)CC2)cc1 | i
113 | CN(C(=O)COC(=O)c1cc(=O)[nH]c2ccccc12)C1CCCCC1 | i
114 | CCOc1ccc(S(=O)(=O)N2CCC(C(=O)Nc3ccc(C)c(S(=O)(=O)N4CCOCC4)c3)CC2)cc1 | i
115 | O=C1OC(Cc2ccccc2)C(c2ccccc2)C1=O (stereo unspecified) | i
116 | Cc1cc(C)c(S(=O)(=O)Nc2ccccc2)c(C)c1 | i
117 | CCOc1ccccc1C(=O)NCC(=O)NCCSc1ccc(Br)cc1 | i
118 | CC(Oc1ccccc1)C(=O)Nc1ccc(F)c(S(=O)(=O)N2CCOCC2)c1 (stereo unspecified) | i
119 | COc1ccc(Br)cc1C1NC(=O)c2c(sc3c2CCN(C)C3)N1 (stereo unspecified) | i
120 | CCOC(=O)/C=C1/SCC(=O)N1CC(=O)Nc1ccccc1OC(F)F | i

Three compounds picked at random from those above, as already listed:
nr | structure | TMEM16A act
114 | CCOc1ccc(S(=O)(=O)N2CCC(C(=O)Nc3ccc(C)c(S(=O)(=O)N4CCOCC4)c3)CC2)cc1 | i
119 | COc1ccc(Br)cc1C1NC(=O)c2c(sc3c2CCN(C)C3)N1 (stereo unspecified) | i
108 | CN(C)C(=O)c1ccc(NC(=O)c2cccc(S(=O)(=O)N3CCN(Cc4ccccc4)CC3)c2)cc1 | i

Additional results follow.
nr | structure | TMEM16A act
121 | CCC1SC(CC)C(=O)N(CC(=O)NC2CCCCC2)C1=O (stereo unspecified) | i
122 | Nc1c(N(Cc2ccco2)C(=O)c2ccccc2F)c(=O)[nH]c(=O)n1Cc1ccccc1 | i
123 | N#Cc1ccc(S(=O)(=O)NCCc2ccncc2)cc1 | i
124 | CC(CNC1CCCCC1)OC(=O)c1ccc([N+](=O)[O-])cc1 (stereo unspecified) | i
125 | CN=c1scc(-c2ccc(F)cc2)n1/N=C/c1ccc(O)c(O)c1 | i
126 | [O-][N+](=Cc1ccccc1)c1ccc(Cl)cc1 | i
127 | O=C(CN1CCN(C(C(=O)Nc2cc(C(F)(F)F)ccc2Cl)c2ccccc2)CC1)NC1CC1 (stereo unspecified) | i
128 | O=c1[nH]c(=O)c2cc3ccccc3nc2[nH]1 | i
129 | CCOc1ccc(Nc2ccc(N)c(S(=O)(=O)O)c2)cc1 | i

From PubChem BioAssay

An excerpt; the hit share may differ from the screen's.
